Compound activity as filed in PubChem BioAssay.
RGS4 act: RGS4 potentiation or activation; B-score at 10 µM; HEK293 M3R/inducible RGS4, carbachol calcium flux Fluo4; hits give low values; hit rate 0.92% among 310,000;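 active = B-score of the integrated calcium signal more than 4 SD below the library mean, with starting fluorescence not abnormally high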;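 also: negative B-score means reduced calcium response which marks RGS4 activation or potentiation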
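Detection: kinetic calcium fluorescence imaging with Fluo4-AM dye, 2 µM / Material: HEK293 cells with stable M3R and inducible RGS4 / Schedule: recording 10 s baseline at 1 Hz, 100 s post-agonist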
KCNK9 block: human KCNK9 channel inhibition. B-score at 10 µM. HEK293 KCNK9, FluxOR thallium flux fluorescence; hits give low values. AID 488922. Q9NPC2. hit rate 1.2% among 310,000;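 active = ratio B-score over 3 SD below the library mean, with starting fluorescence within 5 SD of its mean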;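 also: negative B-score means less thallium flux so channel inhibition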
hERG rescue: hERG (human) protection from proarrhythmic block | CHO-hERG, FluxOR thallium flux, dofetilide IC70 present | activation (rescue from dofetilide block), less the hit threshold, % at 10 µM | hit rate 0.51% among 310,000;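 active = activation above the mean of controls blocked by dofetilide plus 5 SD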;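 also: thallium influx through hERG after potassium depolarization seen as dye fluorescence rise; in these data hits start at about 4.7%; inactives centre near -7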
KCNK3 block: human KCNK3 channel inhibition, primary screen | CHO-KCNK3 thallium flux, FluxOR fluorescence; hits give low values | B-score at 10 µM | hit rate 0.84% among 340,000 | O14649 | AID 602410;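 active = B-score under library mean minus 4 SD, starting fluorescence ratio at most library mean plus 5 SD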;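 also: more negative B-score means stronger inhibition of thallium flux through KCNK3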
Target sequence (O14649 whole entry, looked up): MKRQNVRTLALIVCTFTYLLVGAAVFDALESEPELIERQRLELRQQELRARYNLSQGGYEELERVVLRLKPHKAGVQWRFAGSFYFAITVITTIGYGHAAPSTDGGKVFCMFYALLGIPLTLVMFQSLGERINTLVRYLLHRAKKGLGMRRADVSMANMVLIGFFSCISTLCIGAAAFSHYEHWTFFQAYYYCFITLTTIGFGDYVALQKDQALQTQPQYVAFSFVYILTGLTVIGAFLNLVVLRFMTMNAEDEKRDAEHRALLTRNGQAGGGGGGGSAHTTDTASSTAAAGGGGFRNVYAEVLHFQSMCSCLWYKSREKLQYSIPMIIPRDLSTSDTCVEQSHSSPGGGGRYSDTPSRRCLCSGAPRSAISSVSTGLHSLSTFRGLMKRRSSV
KCNQ1 pot: potentiates or activates the human KCNQ1 potassium channel; P51787; CHO-K1 KCNQ1, thallium flux FluxOR fluorescence; hits give high values; B-score at 10 µM; hit rate 0.35% among 310,000; AID 2648;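 active = fluorescence ratio B-score, a plate-corrected score, at least three library SD, with initial intensity B-score within 5 SD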
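assay system = CHO-K1 cells stably expressing KCNQ1 | medium = assay buffer, equal DMSO in all wells | timing = 37 °C overnight plating, 90-min dark dye load, 20-min compound pretreatment | measured by = kinetic FluxOR thallium fluorescence, 10-s 1-Hz baseline, 110-s post-stimulus read | measure = fluorescence change relative to baseline, converted to B score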
ANO1 block: inhibitors of mouse TMEM16A calcium-activated chloride channel; normalized B-score (activity score, 25-100; higher = stronger inhibition) at 10 µM; HEK293 TMEM16A/YFP iodide influx fluorescence, ionomycin; Q8BHY3; hit rate 1.2% among 310,000; AID 588511;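 active = ratio plate-corrected score three or more library SD toward inhibition, starting fluorescence score within five deviations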;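 also: score derived from kinetic fluorescence span divided by baseline fluorescence per well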
ANO1 activ: activates or potentiates the mouse TMEM16A chloride channel; AID 623877; hit rate 0.3% among 340,000; HEK293 TMEM16A/YFP-H148Q/I152L, iodide quench fluorescence; hits give low values; B-score at 10 µM;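 active = fluorescence-ratio B-score plate-corrected deviation score at least 3 library SD below zero, with starting fluorescence score within 5 deviations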;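 also: channel opened by trigger with iodide after compound preincubation; score built on the fluorescence ratio of max minus min over baseline; more negative score means more quench and so TMEM16A activation or potentiation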
RGS4 block: human RGS4 inhibition | AID 463165 | HEK293 M3R/RGS4 inducible, Fluo-4 calcium flux; hits give high values; triggered by carbachol at its EC20 | P49798 | hit rate 0.45% among 310,000 | B-score at 10 µM;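 active = B-score, a plate-corrected calcium signal, over three deviations above library mean, with baseline fluorescence within five deviations of library mean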;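 also: RGS4 expression induced by doxycycline in cells with stable M3 receptor; B-score is computed from the integrated fluorescence ratio over baseline after carbachol; higher B-score means a larger calcium signal and so more RGS4 inhibition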
Target sequence (P49798 whole entry, looked up): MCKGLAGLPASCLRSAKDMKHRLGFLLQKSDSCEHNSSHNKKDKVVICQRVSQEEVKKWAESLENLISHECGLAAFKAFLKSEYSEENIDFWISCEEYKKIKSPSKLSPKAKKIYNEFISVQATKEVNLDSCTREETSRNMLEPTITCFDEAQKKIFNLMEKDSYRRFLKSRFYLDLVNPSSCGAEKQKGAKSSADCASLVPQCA
MrgX1 allo act: allosterically activates human MrgX1 receptor signaling; MrgX1-HEK293, Fluo-4 calcium flux, FDSS; hits give high values; B-score at 10 µM; hit rate 0.63% among 310,000; AID 588675;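 active = plate-corrected calcium response at least 3 library SD above typical, normal starting fluorescence, not activating the receptor alone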;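 also: compound read alongside a low EC10 to EC30 dose of BAM8-22 agonist; peak minus trough fluorescence over baseline measured at the second addition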
Target sequence (Q96LB2 whole entry, looked up): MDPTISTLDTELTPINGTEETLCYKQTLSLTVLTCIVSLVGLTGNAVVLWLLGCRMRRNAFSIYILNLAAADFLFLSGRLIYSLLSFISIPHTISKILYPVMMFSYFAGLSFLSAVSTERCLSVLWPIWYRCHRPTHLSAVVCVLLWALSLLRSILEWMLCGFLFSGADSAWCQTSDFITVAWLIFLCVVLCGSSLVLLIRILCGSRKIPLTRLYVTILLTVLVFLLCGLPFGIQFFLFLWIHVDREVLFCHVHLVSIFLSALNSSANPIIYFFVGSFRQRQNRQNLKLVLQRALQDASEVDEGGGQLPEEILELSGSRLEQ
MrgX1 agonist: agonists of human MrgX1 receptor; B-score at 10 µM; MrgX1-HEK293 cells, Fluo-4 calcium fluorescence, agonist mode; hits give high values; Q96LB2; hit rate 0.44% among 310,000;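 active = calcium response B-score plate-corrected fluorescence ratio at least 3 library SD, with starting fluorescence B-score inside 5 SD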
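Test system: HEK293 cells stably expressing human MrgX1 receptor; amount: 15,000 cells per well; doses: compound delivered in addition one of three; times: overnight plating before 1 h dye loading; detection: Fluo-4 NW calcium-flux fluorescence, kinetic read; read-out basis: B-scored fluorescence response ratio; controls: positive and negative controls per plate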
KCNQ1 block: blocks the human KCNQ1 potassium channel; P51787; CHO-K1 KCNQ1, FluxOR thallium flux fluorescence; hits give high values; B-score at 10 µM; hit rate 1.3% among 310,000; AID 2642;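 active = compounds whose thallium flux B-score, printed positive for inhibition, exceeds three library SD while starting fluorescence stays within three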;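 also: channel opened by potassium depolarization with thallium stimulus after 20 min compound exposure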
* marks the source's active call; other numbers are inactive results; i = inactive; · = no result given.

SMILES	RGS4 act	KCNK9 block	hERG rescue	KCNK3 block	KCNQ1 pot	ANO1 block	ANO1 activ	RGS4 block	MrgX1 allo act	MrgX1 agonist	KCNQ1 block
Cc1c(C(=O)Nc2ccccc2-c2ccccc2)cccc1[N+](=O)[O-]	i	i	-12	i	i	i	i	i	i	i	i
Cc1ccc(CSc2nc3c(c(=O)[nH]2)C(c2ccncc2)C2=C(CCCC2=O)N3)cc1 (stereo not drawn)	i	i	-17	i	i	i	i	i	i	i	i
COCC(C)NC(=O)COc1ccc(Cl)cc1Cl (stereo not drawn)	i	i	-9	i	i	i	i	i	i	i	i
Cc1cc(S(=O)(=O)N2CCOCC2)ccc1OCC(=O)Nc1ccccc1C(F)(F)F	i	i	-5	i	i	i	i	i	i	i	i
Cn1c(-c2ccccc2)c(/C=N/NC(=O)c2ccc(O)cc2)c2ccccc21	i	i	-12	i	i	i	i	i	i	i	i
CCC(=O)NC1(Cc2ccc(O)cc2)CCCCC1	i	i	0	i	i	i	i	i	i	i	i
CCOc1cc(C(=O)Nn2cnnc2)cc(OCC)c1OCC	i	i	-2	i	i	i	i	i	i	i	i
Cc1cccc(N2C(=N)SCC2=O)c1C	i	i	-7	i	i	i	i	i	i	i	i
COc1ccc(Cn2ccnc2)cc1[N+](=O)[O-]	i	i	-10	i	i	i	i	i	i	i	i
Cc1cccc(C(=O)NCC(c2cccs2)N2CCOCC2)c1 (stereo not drawn)	i	i	0	i	i	i	i	i	i	i	i
Cc1ccc(C(=O)Nc2ccc3ccccc3c2)cc1	i	i	-11	i	i	i	i	i	i	i	i
O=S(=O)(/N=C(\Nc1ccc(F)cc1)C(F)(F)F)c1ccccc1	i	i	-1	i	i	i	i	i	i	i	i
COc1cc2c(cc1OC)C(COc1ccc([N+](=O)[O-])cc1)N(C(C)=O)CC2 (stereo not drawn)	i	i	-7	i	i	i	i	i	i	i	i
CCC/C(O)=C1\C(=O)CC(c2ccccc2)CC1=NCCc1c(C)[nH]c2ccccc12 (stereo not drawn)	i	i	-13	i	i	i	i	i	i	i	i
Cc1ccc(C2=NN(CC(=O)NCc3cccs3)C(=O)CC2)cc1	i	i	-7	i	i	i	i	i	i	i	i
Cc1cc(=O)[nH]c(SCc2cccc(Br)c2)n1	i	i	-8	i	i	i	i	i	i	i	i
CC(C)(C)OC(=O)c1c(N)n(CCCN2CCCC2=O)c2nc3ccccc3nc12	i	i	-16	i	i	i	i	i	i	i	i
COc1ccc(-c2csc(NCCc3nc4cc(Cl)c(Cl)cc4n3CCCO)n2)cc1	i	i	-4	i	i	i	i	i	i	i	i
Cc1cc(=O)oc(C)c1C(=O)NCCC1=CCCCC1	i	i	-7	i	i	i	i	i	i	i	i
COc1ccc(N2CC(C(=O)Nc3ccccc3C(=O)NCc3ccco3)CC2=O)cc1 (stereo not drawn)	i	i	-23	i	i	i	i	i	i	i	i
CCOC(=O)C1CCCN(C(=O)CCCn2c(=O)c3cccn3c3cccnc32)C1 (stereo not drawn)	i	i	-4	i	i	i	i	i	i	i	i
Cc1sc2nc(SCC(=O)NCc3ccco3)n(Cc3ccccc3)c(=O)c2c1C	i	i	-10	i	i	i	i	i	i	i	i
COc1ccc(CCC(=O)Nc2sc(C(=O)N(C)C)c(C)c2C#N)cc1	i	i	-5	i	i	·	i	i	·	·	i
O=C(NC1CCC(NC(=O)C2CCCO2)CC1)C1CCCO1 (stereo not drawn)	i	i	-7	·	i	·	·	i	·	·	i
O=C(Nc1nnc(SCC(=O)N2CCCc3ccccc32)s1)c1ccccc1	i	i	-12	i	i	i	i	i	i	i	i

Taken from above.
CCC(=O)NC1(Cc2ccc(O)cc2)CCCCC1 in hERG rescue: 0
Cc1cc(=O)[nH]c(SCc2cccc(Br)c2)n1 in hERG rescue: -8
O=C(Nc1nnc(SCC(=O)N2CCCc3ccccc32)s1)c1ccccc1 in hERG rescue: -12

The list goes on.
SMILES	RGS4 act	KCNK9 block	hERG rescue	KCNK3 block	KCNQ1 pot	ANO1 block	ANO1 activ	RGS4 block	MrgX1 allo act	MrgX1 agonist	KCNQ1 block
CC(OC(=O)CCc1nc2ccccc2c(=O)[nH]1)C(=O)Nc1ccc2c(c1)OCO2 (stereo not drawn)	i	i	-10	i	i	i	i	i	i	i	i
COC(=O)[C@H]1C[C@@H]1[C@H](NC(=O)c1cnccn1)c1ccccc1	i	i	-6	i	i	i	i	i	i	i	i
CCN(CC)C(=O)/C(=C/c1cn(S(=O)(=O)N(C)C)c2ccccc12)NC(=O)c1ccc(OC)cc1	i	i	-7	i	i	i	i	i	i	i	i
Cc1ccccc1C(=O)NC(=S)NCC1CCCO1 (stereo not drawn)	i	i	-8	i	i	i	i	i	i	i	i
c1ccc(-n2nnnc2Oc2ccc(-c3nnco3)cc2)cc1	i	i	-6	i	i	i	i	i	i	i	i
O=C(CN1CCCCCC1)Nc1ccc(Br)cn1	i	i	-11	i	i	i	i	i	i	i	i
COc1ccccc1OCCC(=O)OCC(=O)Nc1ncc(Cl)cc1Cl	i	i	-3	i	i	i	i	i	i	i	i
CCOc1ccc(CCNC(=O)COC(=O)/C=C/c2ccccc2)cc1OCC	i	i	-18	i	i	i	i	i	i	i	i
O=S(=O)(NCCOCC(F)(F)F)c1ccc2oc3ccccc3c2c1	i	i	1	i	i	i	i	i	i	i	i
COCC(=O)N1CCN(c2cccc(C(F)(F)F)c2)CC1	i	i	-5	i	i	i	i	i	i	i	i
COC(=O)c1ccc(COc2ccc(/C=C/C(=O)c3ccc(OC)c(CSCC(=O)O)c3)cc2OC)cc1	i	i	-18	i	i	i	i	i	i	i	i
COc1cc2nc(Cl)nc(N3CCN(C)CC3)c2cc1OC	i	i	0	·	i	i	·	i	i	i	i
C=CCn1c(COc2ccc(F)cc2)nnc1SCC(=O)c1c[nH]c2c(CC)cccc12	i	i	-6	i	i	i	i	i	i	i	i
CCCC(=O)NC(NC1CCS(=O)(=O)C1)C(Cl)(Cl)Cl (stereo not drawn)	i	i	-8	i	i	i	i	i	i	i	i
Cc1ccc(S(=O)(=O)N(C)C)cc1NC(=O)COc1ccccc1C(=O)Nc1ccccc1	i	i	-9	i	i	i	i	i	i	i	i
O=S(=O)(c1ccccc1)N1CCC(c2ccccc2)CC1	i	i	-6	i	i	i	i	i	i	i	i
Cc1csc(OCC(=O)Nc2ccc(C)c(C)c2)n1	i	i	-5	i	i	i	i	i	i	i	i
Cc1ccccc1OCC(=O)OCC(=O)c1ccc(-c2ccccc2)cc1	i	i	-12	i	i	i	i	i	i	i	i
CCc1ccc(/C=N/NC(=O)C(=O)NCCCN2CCOCC2)cc1	i	i	-2	i	i	i	i	i	i	i	i
CCc1nn(C(C)C(=O)NC(C)CCc2ccco2)c(=O)c2cc3occc3n12 (stereo not drawn)	i	i	-13	i	i	i	i	i	i	i	i
Cc1cc(C)nc(SCC(=O)c2ccc(F)c(C)c2)n1	i	i	-10	i	i	i	i	i	i	i	i
O=[N+]([O-])c1ccc(/C=N/Nc2nc(N3CCCCCC3)nc(N3CCCCCC3)n2)o1	i	-7*	-12	i	i	i	i	i	i	i	6*
O=C1N(CC(=O)N2CCc3ccccc32)CCN1Cc1ccccc1Cl	i	i	-6	i	i	i	i	i	i	i	i
Cc1ccc(NC(=O)CN2CCN(S(=O)(=O)c3cccs3)CC2)cc1S(=O)(=O)N(C)C	i	i	-8	i	i	i	i	i	i	i	i
CN(C(=O)c1ccccc1)c1ccc(OCC(=O)NC2CCS(=O)(=O)C2)cc1 (stereo not drawn)	i	i	-5	i	i	i	i	i	i	i	i

The list goes on, starting with the last two of the part before.
SMILES	RGS4 act	KCNK9 block	hERG rescue	KCNK3 block	KCNQ1 pot	ANO1 block	ANO1 activ	RGS4 block	MrgX1 allo act	MrgX1 agonist	KCNQ1 block
Cc1ccc(NC(=O)CN2CCN(S(=O)(=O)c3cccs3)CC2)cc1S(=O)(=O)N(C)C	i	i	-8	i	i	i	i	i	i	i	i
CN(C(=O)c1ccccc1)c1ccc(OCC(=O)NC2CCS(=O)(=O)C2)cc1 (stereo not drawn)	i	i	-5	i	i	i	i	i	i	i	i
Cc1ccc(NC(=O)C2CC(=O)N/C(=N/N=C/c3ccco3)S2)cc1C (stereo not drawn)	i	i	-12	i	i	i	i	i	i	i	i
CSc1ccccc1C(=O)N(C)C(c1ccccc1)c1ccccc1	i	i	-13	-9.1*	i	i	i	i	i	i	i
CCN(CC)CC(=O)N1N=C(c2cccs2)CC1c1ccco1 (stereo not drawn)	i	i	4	i	i	i	i	i	i	i	i
CSc1nnc(C)c(/C=C/Nc2ccc(F)cc2)n1	i	i	-3	i	i	i	i	i	i	30*	i
CCC(C)N(C(=O)COc1ccc(NC(C)=O)cc1)C1CCS(=O)(=O)C1 (stereo not drawn)	i	i	-6	i	i	i	i	i	i	i	i
CCCCn1c(SCC(=O)c2ccccc2)nc2c1c(=O)[nH]c(=O)n2C	i	i	-12	i	i	i	i	i	i	i	i
COc1ccc(-c2csc(N(CCCN3CCOCC3)C(=O)c3ccco3)n2)cc1	i	i	-24	i	i	i	i	i	i	i	i
Clc1ccc(-c2[nH]ncc2N=Nc2ccccc2)cc1	i	i	-3	i	i	i	i	i	i	i	i
CN1CCN(C(CNC(=O)c2ccc(Br)o2)c2ccc(F)cc2)CC1 (stereo not drawn)	i	i	-15	i	i	i	i	i	i	i	i
COc1ccc(S(=O)(=O)Nc2ccccn2)c(C)c1C	i	i	-7	i	i	i	i	i	i	i	i
CCn1c(SCC(=O)N2CCCC2)nc2ccccc2c1=O	i	i	-12	i	i	i	·	i	i	i	i
O=C(Nc1nc(-c2ccccc2)cs1)C1COc2ccccc2O1 (stereo not drawn)	i	i	-7	i	i	i	i	i	i	i	i
CCOC(=O)c1c(/N=C/c2cccc(C)c2O)sc2c1CCN(C)C2	i	i	-15	i	i	i	i	i	i	i	i
COc1cc(C(=S)N2CCCCC2)ccc1OCC(=O)Nc1ccccc1Cl	i	i	-8	i	i	i	i	i	i	i	i
CNC(=O)COc1coc(CN2CCN(c3ccc(F)cc3)CC2)cc1=O	i	i	-5	i	i	i	i	i	i	i	i
Cc1nc(C)n(CC(O)COc2ccc(C(=O)c3ccccc3)cc2)n1 (stereo not drawn)	i	i	-6	i	i	i	i	i	i	i	i
NS(=O)(=O)c1cnccc1NCCc1ccccc1	i	i	-4	i	i	i	i	i	i	i	i
